# aSyn tox rescue – rescues yeast growth from alpha-synuclein toxicity; 0.02% of 94,000 active; S. cerevisiae alpha-synuclein toxicity rescue, BacTiter-Glo growth, 24 h; Potency, µM (titrated, usually from 46.1 µM), inactives show at the top dose growth rescue (activation), usual class: activators; active means well fitted activation curve with a large enough effect; further: 0% is about no effect
#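 Growth restoration measured by BacTiter-Glo luminescence after 24 hr at 30 deg C; alpha-synuclein yeast, raffinose-pregrown to mid-log, were added at OD600=0.02 in galactose medium onto pinned compounds.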
# Starred values were filed as active, the others as inactive; [ ] = remark or other dose. Potency means the concentration at half of the fitted maximal effect. Not all compounds are listed; rates above refer to the full screens.
# Preview:
smiles,aSyn tox rescue
O=C(COC(=O)CCNS(=O)(=O)c1ccccc1)NNC(=O)c1ccccc1,-1%
CCOc1ccc(N(CC)C(=O)c2cc3c(s2)-c2ccccc2OC3)cc1,4%
COc1ccc(CCNC(=O)CC(=O)NCCc2ccc(OC)cc2)cc1,-8%
Cc1ccccc1SCC(=O)NCC1(N2CCCCC2)CCCCC1,-1%
O=C(Nc1cccc(Cl)c1)OC1CCCCc2cccnc21 (configuration not stated),2%
CN(CC(=O)Nc1ccc(F)cc1)C(=O)COC(=O)C1=COCCO1,-2%
Cc1cc(C)nc(NC(=O)C2c3ccccc3Oc3ccccc32)n1,-8%

# The listing, from the first entry:
smiles,aSyn tox rescue
O=C(COC(=O)CCNS(=O)(=O)c1ccccc1)NNC(=O)c1ccccc1,-1%
CCOc1ccc(N(CC)C(=O)c2cc3c(s2)-c2ccccc2OC3)cc1,4%
COc1ccc(CCNC(=O)CC(=O)NCCc2ccc(OC)cc2)cc1,-8%
Cc1ccccc1SCC(=O)NCC1(N2CCCCC2)CCCCC1,-1%
O=C(Nc1cccc(Cl)c1)OC1CCCCc2cccnc21 (configuration not stated),2%
CN(CC(=O)Nc1ccc(F)cc1)C(=O)COC(=O)C1=COCCO1,-2%
Cc1cc(C)nc(NC(=O)C2c3ccccc3Oc3ccccc32)n1,-8%
CC1CN(C(=O)CCS(=O)(=O)c2ccccc2)CC(C)O1 (configuration not stated),0%
Cn1cc(S(=O)(=O)N2CCOCC2)cc1C(=O)Nc1ccc(Cl)cc1,-7%
COc1cc(C(=O)NCCN=C2NS(=O)(=O)c3ccccc32)cc(OC)c1OC,-7%
Cc1ccc(CN2CCC(c3cc(-c4ccc(Cl)cc4)n[nH]3)CC2)cc1,-5%
N#C/C(=C\c1ccc(-c2cc(Cl)ccc2Cl)o1)C(=O)Nc1ccccc1C(=O)O,4%

# The list goes on.
smiles,aSyn tox rescue
Cc1ccc(OC/C(=N\O)C(C)(C)C)c([N+](=O)[O-])c1,12%
COc1cccc(S(=O)(=O)Nc2ccc3c(c2)[C@@H]2C[C@H](CC(=O)NCCc4ccccc4)O[C@H](CO)[C@@H]2O3)c1,-6%
CC(=O)c1ccc(OCc2cc(C(=O)N(C)CC3COc4ccccc4O3)no2)cc1 (configuration not stated),5%
COc1nc(NC(C)C)nc(N(C#N)CN2C(=O)c3ccccc3S2(=O)=O)n1,13%
Cc1ccc(-c2c(C)n3c4c(=O)n(C)c(=O)n(C)c4nc3n2CCO)cc1,5%
CC(=O)c1ccc(N2CCN(c3ncnc4c3cnn4C)CC2)cc1,-3%
COc1ccc(C2=NN(c3ccccc3)C(c3cccs3)C2)cc1 (configuration not stated),6%
Cc1ccc(CNC(=O)CSC2=Nc3ccccc3N=C(c3ccc(F)cc3)C2)cc1,1%
CCOC(=O)c1cnc2c(C)c(Cl)ccc2c1NCCc1ccccc1,-2%
COc1ccccc1CNC(=O)C1CCCN(C(=O)c2cnn(-c3ccc(F)cc3)c2-n2cccc2)C1 (configuration not stated),5%
Cc1cccc(-c2ccc3[nH]c4c(c3c2)CCN2C[C@@H]([C@H](C)O)[C@@H](N(C)C(=O)Nc3ccc(F)cc3)C[C@@H]42)c1,-23%
CCn1c(O)c(N=NC(=O)c2cccnc2)c2cc(Br)ccc21,4%

# Carrying on:
smiles,aSyn tox rescue
Cc1csc(SCC(=O)NCc2ccc3c(c2)OCO3)n1,-2%
COc1ccc(-n2c(SCC(=O)Nc3nccs3)nc3c(c2=O)SC(C)C3)cc1 (configuration not stated),-4%
CC(C)CNC(=O)C(=O)NCC1CCCN1S(=O)(=O)c1cccs1 (configuration not stated),-6%
CC/C(C)=N\Nc1nc(-c2cc3cc(OC)ccc3oc2=O)cs1,-50%[inhibitor]
O=C(Cn1c(=O)oc2cccnc21)Nc1ccccc1Oc1ccc(Cl)cc1Cl,9%
O=C(C[C@@H]1C[C@H]2c3cc(NC(=O)c4cccnc4)ccc3O[C@H]2[C@H](CO)O1)NCc1ccc(Oc2ccccc2)cc1,-16%
CCOc1ccc(C(=O)N2CCCC(c3nc(-c4ccc(C)o4)no3)C2)cc1 (configuration not stated),3%
CCOC(=O)C1CCN(S(=O)(=O)c2ccc3[nH]c(=O)ccc3c2)CC1,4%
CCOCCc1nn2c(=O)cc(COC(=O)CNC(=O)c3ccc(C(C)(C)C)cc3)nc2s1,-3%
CC(=O)N(Cc1ccccc1C)c1cccc(C)c1C,13%
COc1ccc(N2CC(NC(=O)COc3ccccc3C)CC2=O)cc1OC (configuration not stated),-9%
Cc1ccc(C(C(=O)NC2CCCC2)N(Cc2ccccc2)C(=O)c2csnn2)o1 (configuration not stated),-5%

# Quoted at random: 2 compounds from above.
smiles,aSyn tox rescue
O=C(Cn1c(=O)oc2cccnc21)Nc1ccccc1Oc1ccc(Cl)cc1Cl,9%
CCOC(=O)C1CCN(S(=O)(=O)c2ccc3[nH]c(=O)ccc3c2)CC1,4%

# Next section.
smiles,aSyn tox rescue
COc1cc(NC(=O)Cn2c(SCc3ccc(F)cc3)nc3cccnc32)cc(OC)c1,0%
Cc1cc2c(n1-c1ccc(C(=O)NCC(C)c3ccccc3)cc1)CCCC2 (configuration not stated),-8%
COc1ccc(C2CC(=O)c3cc(-c4nc(-c5ccc(C)cc5)cs4)c(=O)[nH]c3C2)cc1 (configuration not stated),-8%
CCCCCCOc1ccc(C2C(=O)N(C3CCCCC3)CC(=O)N2CCCC)cc1 (configuration not stated),2%
Cc1cc(C)cc(N2C(=O)CS(=O)(=O)C23C(=O)N(C)c2ccccc23)c1 (configuration not stated),9%
COc1cc(C)ccc1OCCSc1nc2ccc(NC(=O)c3cccs3)cc2s1,1%
COC(=O)c1ccc(NC(=O)CC2C(=O)N(c3ccc(C)cc3)C(=O)N2Cc2ccc(OC)cc2)cc1 (configuration not stated),0%
CCOC(=O)N1CCN(Cc2nc3cc(NC(=O)c4ccccc4[N+](=O)[O-])ccc3n2C(C)C)CC1,2%
COc1nnc(-c2ccc(N3CCCCC3)c(NC(=O)c3ccccc3)c2)c2ccccc12,6%
COc1ccccc1NC(=O)Cn1c(=O)n(-c2cccc(Cl)c2)c(=O)c2c1c1cc(C)ccc1n2C,-1%
O=[N+]([O-])c1cc(-c2nc(-c3ccccc3)no2)ccc1N1CCCC1,5%
Cn1c(SCc2ccc(Cl)cc2Cl)nc(C(F)(F)F)cc1=O,-12%

# (next part)
smiles,aSyn tox rescue
CCC(C(=O)Nc1cccc(C(=O)O)c1C)c1ccccc1 (configuration not stated),9%
COC(=O)c1ccc(NC(=O)CCc2c(C)nc3c(c(C)nn3C(C)(C)C)c2C)cc1,-4%
CCc1ccccc1NC(=S)N(CCOC)C(C)c1ccco1 (configuration not stated),15%
O=C(NCc1ccco1)C1CCC(N2C(=O)C3C4CCC(C4)C3C2=O)CC1 (configuration not stated),-19%
Cc1ccc(-c2nnc(N3CC(C)OC(C)C3)c3ccccc23)cc1 (configuration not stated),0%
COc1cc2c(-c3ccccc3O)nc3c(c(C)nn3-c3ccccc3)c2cc1OC,2%
Cc1ccc(N2CC(NS(=O)(=O)c3cccs3)CC2=O)cc1C (configuration not stated),2%
CCC(C)NC(=O)CSc1nnc(-c2ccc(C)cc2)c(-c2ccc(C)cc2)n1 (configuration not stated),-3%
CN(C)CCN(Cc1ccccc1)S(=O)(=O)c1ccc2c(c1)n(C)c(=O)c(=O)n2C,8%
O=C(Nc1ccc(Cl)cc1)Nc1ccccc1CC[N+](=O)[O-],4%
COCCc1nn2c(=O)cc(COC(=O)C(c3ccccc3)c3ccccc3)nc2s1,13%
O=C(COC(=O)CCNS(=O)(=O)c1ccc(Cl)cc1)NCc1ccccc1,0%

# In the list so far, these have an NH in an aromatic ring:
smiles,aSyn tox rescue
Cc1ccc(CN2CCC(c3cc(-c4ccc(Cl)cc4)n[nH]3)CC2)cc1,-5%
Cc1cccc(-c2ccc3[nH]c4c(c3c2)CCN2C[C@@H]([C@H](C)O)[C@@H](N(C)C(=O)Nc3ccc(F)cc3)C[C@@H]42)c1,-23%
CCOC(=O)C1CCN(S(=O)(=O)c2ccc3[nH]c(=O)ccc3c2)CC1,4%
COc1ccc(C2CC(=O)c3cc(-c4nc(-c5ccc(C)cc5)cs4)c(=O)[nH]c3C2)cc1 (configuration not stated),-8%

# Next part.
smiles,aSyn tox rescue
COc1cc(Cn2c(=O)sc3ccccc32)ccc1OC(C)C,-11%
CCOC(=O)c1c(C)[nH]c(C)c1S(=O)(=O)N1CCCC(C(=O)NCc2ccc(C)cc2)C1 (configuration not stated),-4%
CCOc1ccc(CNC(=O)COc2cc(=O)n(C)c3ccccc23)cc1,-1%
NS(=O)(=O)c1ccc(N2CCOCC2)c(C(=O)NCc2ccc3c(c2)OCO3)c1,8%
CCOC(=O)c1cnn(-c2ncnc3c2cnn3C)c1N,3%
O=C(CN1C(=O)NC2(CCCC2)C1=O)OCCOc1ccc(Cl)cc1Cl,2%
Cc1cc(OCC(=O)Nc2nc3c(s2)CCCC3)cc(C)c1Cl,-3%
CCC/C=C/c1ccc(CN2C(C(C)C)C(=O)N(Cc3cn(Cc4ccco4)nn3)CCS2(=O)=O)cc1 (configuration not stated),10%
CSc1ccc(CCNC(=O)c2csc3c2CCCCC3)cc1,8%
COc1ccc(CNC(=O)c2cccc(-n3cnc4cccnc43)c2C)cc1,-6%
Cc1cc(N2CCN(c3ccc(F)cc3)CC2)n2cnnc2n1,9%
Cc1ccc(S(=O)(=O)Nc2nc(C)c(C(=O)NN)s2)cc1,-2%

# The results go on.
smiles,aSyn tox rescue
N#Cc1ccccc1OCC(=O)Nc1ccccc1C(=O)NC1CC1,1%
COc1ccc2c(c1)oc(=O)c1ccccc12,8%
Cc1ccc(-c2noc(COc3ccc(Br)c(C)c3)n2)cc1,-9%
Cc1cccc(NC(=O)CSc2nnc3[nH]c(=O)cc(C)n23)c1C,-5%
Cc1ccccc1OCCC(=O)Nc1ccccc1C(=O)NC1CC1,0%
COc1ccc(Br)cc1CNC(=O)C(C)n1nc(C)n2c(cc3occc32)c1=O (configuration not stated),-4%
O=C(OCc1cn([C@H]2CN(Cc3cccs3)[C@@H](c3ccccc3)C[C@@H]2O)nn1)c1ccccc1,-3%
Cc1ccc(CCNC(=O)C2CCCN2S(=O)(=O)c2ccc3c(c2)CCC(=O)N3)cc1 (configuration not stated),2%
Cc1ccn2c(Nc3ccccc3)c(-c3ccccn3)nc2c1,2%
O=C(CSc1ccc(Cl)cc1)NC1CC1,6%
CCOC(=O)N1CCN(S(=O)(=O)CCNC(=O)c2ccc(F)cc2)CC1,-45%[inhibitor]
O=C(Nc1ccn(CCCNCc2cccc3ccccc23)c(=O)n1)OCc1ccccc1,-5%

# (listing goes on)
smiles,aSyn tox rescue
CS(=O)(=O)c1ccc(Cl)c(NC(=O)c2cc(S(=O)(=O)N3CCOCC3)ccc2N2CCCC2)c1,-4%
CCOP(=O)(OCC)C(NC(=O)c1cccs1)c1ccccc1 (configuration not stated),-2%
COCCn1c(SCc2cccnc2)nnc1-c1c[nH]c2ccccc12,-4%
COc1ccc(-c2nc3cc(C(C)C)ccc3o2)cc1NC(=O)COc1ccc(C)cc1C,3%
Cc1ccc(C)c(NC(=O)C2CC3CCC2C3)c1 (configuration not stated),7%
CSc1ccccc1NC(=O)C1=CC(c2cccs2)=NS(=O)(=O)N1C,-3%
COc1ccc(C(=O)Nc2c(C)csc2C(=O)O)cc1,-6%
O=C(COc1ccc(F)cc1)Nc1ccc2nc(SCC(=O)N3CCc4ccccc43)sc2c1,8%
Cc1c(C(=O)O)c(=O)n(-c2ccccc2)n1-c1ccccc1,2%
COC(=O)CCNC(=O)N1CCN(c2nnc(C)c3c(C)n(-c4ccccc4)nc23)CC1,-1%
CCN(CC)CCCNC(=O)CCc1c(C)nc2c(c1C)c(=O)n(C)c(=O)n2C,5%
CCN(Cc1ccccc1)S(=O)(=O)c1ccc(-c2coc(C)n2)cc1,11%

# Continued:
smiles,aSyn tox rescue
Cc1cc(Br)ccc1NC(=O)c1sc2nc3n(c(=O)c2c1C)CCCC3,-5%
CCOCCc1nnc(NC(=O)C2CC(=O)N(c3ccc(OCC)cc3)C2)s1 (configuration not stated),10%
O=C(Cc1ccc(S(=O)(=O)N2CCOCC2)s1)NCCc1ccc(F)cc1,3%
CCOc1ccc(NC(=O)c2cc3cc4cc(OC)ccc4nc3s2)cc1,-3%
CCn1nnc2cc(C(=O)Nc3ccc(OC)cc3)ccc21,-12%
CN(C)c1ccc(-c2nc(-c3ccco3)no2)cc1[N+](=O)[O-],-6%
COc1ccc(Cl)cc1NC(=O)Cn1c(=O)n2nc(-c3ccccc3)nc2c2ccccc21,8%
O=C(Cn1cc(S(=O)(=O)Cc2cccc(Cl)c2)c2ccccc21)Nc1ccc(F)c(Cl)c1,-10%
COc1cc(=O)[nH]c(SC(C)C(=O)Nc2nc3c(s2)CCCC3)n1 (configuration not stated),12%
Cc1ccc(NC(=O)CCN2C(=O)c3ccccc3Sc3ncccc32)c(Cl)c1,0%
COc1ccccc1NC(=O)NCCCN1CCN(c2cccc(Cl)c2)CC1,8%
CC(=O)N1c2ccccc2CC1C(=O)NCc1cccc(Cl)c1 (configuration not stated),8%

# Remaining list, next part.
smiles,aSyn tox rescue
Cc1ccc(C)c(N2C(=O)N(C)c3ccccc3S2(=O)=O)c1,8%
Nc1cc(C(=O)N2CCN(c3cccc(Cl)c3)CC2)ccc1N1CC2CC(C1)c1cccc(=O)n1C2 (configuration not stated),7%
CC(=O)Nc1ccc(NC(=O)C(C)OC(=O)C2CCN(S(=O)(=O)c3cccs3)CC2)cc1 (configuration not stated),-7%
COCCNC(=O)c1ccc(CSc2nc3ccncc3n2Cc2ccccc2)cc1,5%
CC(C)(C)OC(=O)N1CCC(c2c(C(=O)Nc3ccc4c(c3)OCO4)cnn2-c2ccc(F)cc2F)CC1,1%
Cc1cccc(NC(=S)N(CCc2ccncc2)C(C)C)c1C,8%

# High-throughput results (PubChem)
